PG9 binder: binds the HIV-1 gp120 antibody PG9. TR-FRET gp120-PG9 antibody binding. inhibition, % at 6.7 µM. 0.43% of 360,000 active. AID 624416; in the data active = inhibition above about 8.5%
hgDAF12 agonist: activates the H. glycines DAF-12 receptor ligand-binding domain. HEK293 GAL4-hgDAF12 UAS-luciferase reporter, agonist luminescence; normalized to butyrate control. activation, % at 6.8 µM. 1.8% of 370,000 active. AID 687014;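 active = activation above a cutoff set at the mean of all screened compounds plus 3 SD, cut at about 10% in these data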;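 also: 0% = DMSO wells and 100% = sodium butyrate wells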
FXN GAA850 act: frataxin GAA850 promoter activation | HEK293 lucGAA850 FXN promoter luciferase reporter, 24 h; percent of 10 µM SAHA response | activation, % at 6 µM | 0.56% of 360,000 active | AID 540364;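 active = activation above the average of all compounds screened plus 3 SD, cutoff fixed separately per campaign, cut at about 7.5% in these data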;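 also: 0% = DMSO wells and 100% = 10 µM SAHA wells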
ssDAF12 agonist: S. stercoralis DAF-12 activation, primary screen; HEK293 ssDAF-12/GRIP1 lit1-tk-luc reporter, luminescence; % of 3 µM dafachronic acid response; activation, % at 6.8 µM; 1% of 370,000 active; AID 652126;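 active = activation above the mean over all tested compounds plus 3 SD, cut at about 0.9% in these data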;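 also: 0% = DMSO-only wells and 100% = 3 µM delta7-dafachronic acid wells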
DAX1 inh-1: inhibitors of DAX1 repression of SF-1 activated StAR promoter; HEK293T StAR-luciferase reporter, SF-1/DAX-1 repression relief; inhibition, % at 6.8 µM; 1.1% of 370,000 active; AID 652010;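 active = inhibition above the mean over all tested compounds plus 3 SD, cut at about 3.6% in these data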;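 also: 0% = DAX-1 cells with DMSO and 100% = cells lacking DAX-1 with DMSO; higher inhibition means more luminescence from relief of DAX-1 repression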
ADAM17 inh: inhibits human ADAM17 | recombinant ADAM17, EDANS/DABCYL FRET peptide cleavage | inhibition, % at 6.95 µM | 0.83% of 370,000 active | AID 720648;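 active = inhibition above the mean of compounds lying between control limits plus 3 SD, set per campaign, cut at about 8.5% in these data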;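 also: 0% = DMSO-only wells as the low control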
SMARCA2 act: activators of SMARCA2 function; MG213 cells, MMTV-luciferase reporter, dexamethasone, overnight; activation, % at 9.1 µM; 1% of 370,000 active; AID 652017; in the data active = activation above about 7.8%;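 also: 0% = vehicle wells and 100% = reference activator wells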
ADAM10 inh: inhibits human ADAM10; recombinant ADAM10, EDANS/DABCYL FRET peptide cleavage, 3 h; inhibition, % at 7 µM; 0.62% of 370,000 active; AID 720582;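 active = inhibition above a per-campaign cutoff equal to the mean of compounds falling between control-based bounds plus 3 SD, cut at about 20% in these data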;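 also: 0% = DMSO wells while the 100% control is not disclosed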
Target sequence (O14672 214-748 limits assumed): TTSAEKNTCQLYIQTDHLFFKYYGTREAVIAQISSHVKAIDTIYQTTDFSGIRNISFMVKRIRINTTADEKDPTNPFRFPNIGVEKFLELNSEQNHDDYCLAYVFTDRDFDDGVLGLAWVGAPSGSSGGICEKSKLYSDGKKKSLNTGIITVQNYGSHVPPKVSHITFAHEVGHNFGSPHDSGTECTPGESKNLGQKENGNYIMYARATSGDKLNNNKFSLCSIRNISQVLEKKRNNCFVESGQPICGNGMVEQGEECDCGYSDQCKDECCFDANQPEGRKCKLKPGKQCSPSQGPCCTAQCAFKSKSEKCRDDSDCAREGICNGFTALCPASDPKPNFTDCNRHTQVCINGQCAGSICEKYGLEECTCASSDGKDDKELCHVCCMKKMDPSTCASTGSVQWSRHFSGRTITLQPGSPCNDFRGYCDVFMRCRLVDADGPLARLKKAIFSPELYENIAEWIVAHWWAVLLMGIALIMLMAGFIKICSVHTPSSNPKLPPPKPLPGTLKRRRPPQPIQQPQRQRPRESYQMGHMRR
GC-A act: GC-A (human) enzyme activation; P16066; AID 1671463; activation, % at 10 µM; 0.14% of 370,000 active; HEK293 GC-A cells, cGMP TR-FRET, EC30 ANP; 0% at EC30 ANP, 100% saturating ANP; in the data active = activation above about 40%
hcDAF-12 act: H. contortus DAF-12 activation, primary screen. HEK293 hcDAF-12 lit1-tk-luc reporter, luminescence; 0% DMSO, 100% Δ7-dafachronic acid. activation, % at 6.8 µM. 1.4% of 370,000 active. AID 652067;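 active = activation above the mean of all tested compounds plus 3 SD, cut at about 5.5% in these data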;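 also: 100% = response to 3 µM Δ7-dafachronic acid high control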
DAX1 inh-2: NR0B1 (DAX1) inhibition; P51843; AID 504766; HEK293 Gal4-DAX1 luciferase reporter, luminescence; inhibition, % at 6.75 µM; 0.99% of 340,000 active;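 active = inhibition above the mean over all tested compounds plus 3 SD, cut at about 4.2% in these data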;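 also: 0% = DAX1-transfected cells with DMSO and 100% = empty-vector control cells with DMSO; inhibition shows as a rise in luminescence from relieved DAX1 repression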
Target sequence (P51843 207-470 limits assumed): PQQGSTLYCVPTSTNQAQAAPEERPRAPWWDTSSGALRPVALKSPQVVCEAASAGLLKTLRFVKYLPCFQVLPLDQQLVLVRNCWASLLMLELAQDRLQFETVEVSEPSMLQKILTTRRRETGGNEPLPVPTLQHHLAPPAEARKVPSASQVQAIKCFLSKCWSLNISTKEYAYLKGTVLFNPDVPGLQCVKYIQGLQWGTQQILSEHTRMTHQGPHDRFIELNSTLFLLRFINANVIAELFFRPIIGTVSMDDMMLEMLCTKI
* marks the source's active call; other numbers are inactive results; . = not tested or not shown.

The opening 3 compounds, ahead of the listing:
molecule	PG9 binder	hgDAF12 agonist	FXN GAA850 act	ssDAF12 agonist	DAX1 inh-1	ADAM17 inh	SMARCA2 act	ADAM10 inh	GC-A act	hcDAF-12 act	DAX1 inh-2
O=C(Nc1cccc(C(F)(F)F)c1)c1csc(-c2ccncc2)n1	-2.4	-0.2	3.4	-2.1	-0.3	1.7	0.1	10.9	-5.4	-2.5	0.1
CCN(CC)c1nc(-c2ccc(C(=O)NN)cc2)nc(-c2ccc(C(=O)NN)cc2)n1	-2.3	-1.9	2.1	-1.3	0.1	0.5	-0.7	3.2	-3.4	-1.2	1.5
COc1ccc(NC(=O)CCNC(=O)c2ccco2)c(OC)c1	-1.1	0.6	1.1	-1.0	0.5	-3.0	-0.4	-4.2	-0.6	1.2	1.1

The listing (from the top)
molecule	PG9 binder	hgDAF12 agonist	FXN GAA850 act	ssDAF12 agonist	DAX1 inh-1	ADAM17 inh	SMARCA2 act	ADAM10 inh	GC-A act	hcDAF-12 act	DAX1 inh-2
O=C(Nc1cccc(C(F)(F)F)c1)c1csc(-c2ccncc2)n1	-2.4	-0.2	3.4	-2.1	-0.3	1.7	0.1	10.9	-5.4	-2.5	0.1
CCN(CC)c1nc(-c2ccc(C(=O)NN)cc2)nc(-c2ccc(C(=O)NN)cc2)n1	-2.3	-1.9	2.1	-1.3	0.1	0.5	-0.7	3.2	-3.4	-1.2	1.5
COc1ccc(NC(=O)CCNC(=O)c2ccco2)c(OC)c1	-1.1	0.6	1.1	-1.0	0.5	-3.0	-0.4	-4.2	-0.6	1.2	1.1
FC(F)(F)c1cc(-c2ccccc2)nc(-n2cc(Cl)cn2)n1	-0.1	-1.3	2.5	-0.7	-0.7	-2.0	0.6	-2.8	3.6	-1.1	0.3
CCOC(=O)SC1=N/C(=C\c2ccc(N(C)C)cc2)C(=O)S1	-2.0	-0.8	-0.2	-0.5	0.1	-5.6	-2.9	-4.9	-6.2	-0.3	-1.4
COc1ccc2[nH]c(=O)c(CNc3ccccc3OC)cc2c1	-1.5	-1.0	2.0	-0.6	0.3	-37.5	1.0	-91.9	3.1	2.7	4.5*
NC(=O)c1nsc(C(=O)N(CC(=O)NC2CCCCC2)Cc2ccc(F)cc2)c1N	3.3	-4.3	-3.4	-1.5	-0.7	-58.5	-1.9	-143.1	1.7	-2.8	1.9
O=c1oc(-c2ccccc2F)nc2scc(-c3ccccc3)c12	-0.5	-0.9	-1.7	-1.8	0.3	2.1	1.7	4.8	12.0	-2.3	.
C[C@@H]1CN([C@@H](C)CO)C(=O)CCCn2nncc2CO[C@H]1CN(C)C(=O)Nc1cccc2ccccc12	-1.7	2.8	-1.9	0.6	-0.4	-29.5	-3.6	-100.9	1.2	3.4	1.8
O=C(NCc1ccccc1Cl)C1CCN(S(=O)(=O)N2CCC3(CC2)OCCO3)CC1	0.1	-0.7	-2.1	-1.9	0.0	-1.8	4.9	-3.3	3.5	-1.5	-1.3
CCCCC1=CC2=C(c3ccco3)C(=O)C(C)(OC(=O)c3ccc(OC)cc3)C(=O)C2=CN1CCc1ccccn1 (stereo not drawn)	6.4	0.3	0.9	-0.7	0.5	-3.1	0.4	-4.3	4.2	0.2	0.5
CCSc1nnc2c(n1)OC(C)(C)Nc1ccccc1-2	0.1	6.6	4.9	-0.7	1.2	1.1	3.1	-1.1	1.6	5.2	0.8
COCCc1nc2ccc(C(=O)N3CCCC(CCCO)C3)cc2o1 (stereo not drawn)	1.9	-1.0	2.6	-1.3	1.1	0.4	-2.3	-3.2	4.6	-2.3	-1.1
CC(=O)N(c1c(C)n(C)n(-c2ccccc2)c1=O)C1(C(=O)NC2CCCC2)CCCCC1	-3.5	-2.7	-1.1	-1.2	0.1	-1.9	0.0	7.8	-1.7	-0.5	1.7
CCOC(=O)[C@]12CCCC=C1N(Cc1ccccc1)C(=O)[C@H](CC(=O)NCc1cccc3ccccc13)C2	-0.4	-0.9	.	-1.1	-1.1	4.1	-0.9	9.1	-4.0	-0.1	.
CN(C)/C=C1\N=C(c2ccccc2)OC1=O	-0.4	0.8	0.3	-1.1	-0.2	6.3	0.2	3.9	-7.7	-1.9	1.0
COc1ccc(-n2c(C)cc(/C=C/c3nc(O)c([N+](=O)[O-])c(=O)[nH]3)c2C)cc1	-1.6	-0.3	2.5	-1.1	-0.2	1.6	0.1	3.5	-5.1	-0.9	.
Cc1sc(-c2cccnc2)nc1OC(=O)C1CC1	-2.6	2.3	-0.7	-0.5	-0.3	-10.2	-0.9	-28.7	0.8	-0.8	0.1
CC(C)Oc1cccc(-c2n[nH]c(=S)n2N=Cc2ccc(OCc3ccccc3)cc2)c1	.	5.2	.	-0.7	0.6	0.8	-0.7	-3.6	0.7	0.7	.
CCc1cc2ccc(C)cc2nc1SCC(=O)Nc1cc(C)on1	4.5	-2.4	-1.8	-1.1	1.3	-0.7	-3.0	2.6	-6.1	-1.3	0.4
Cc1ccc(C)c(OCC(=O)N2CCc3ccccc3C2)c1	-3.1	2.5	4.3	-0.8	1.3	1.8	-0.7	-0.7	-6.5	-1.7	0.1
O=C(Nc1cccnc1)C1CCCN(S(=O)(=O)c2ccccc2)C1 (stereo not drawn)	0.9	-2.5	0.5	-1.4	-0.5	-2.7	1.0	5.9	-2.3	0.0	-0.4
CCCN1CCN(C(=O)c2cc(COc3ccc(F)cc3F)on2)CC1	1.9	2.6	2.1	-1.2	1.9	-2.0	-0.8	-3.2	7.6	-0.7	-0.1
Cc1ccc(S(=O)(=O)NNC(=O)c2c(O)c3ccccc3[nH]c2=O)cc1	-0.8	-3.0	0.4	-1.5	0.1	-6.7	-4.5	-9.8	2.2	-0.5	1.9
CCOC(=O)c1[nH]c(C)c(C(=O)Nc2cccc(Cl)c2C)c1C	-1.0	2.9	-1.7	-1.9	-2.4	-3.5	-1.4	1.1	-0.2	-0.6	-1.4
CN(CCn1ccnc1)C(=O)CC1C(=O)NCCN1Cc1ccccc1C(F)(F)F (stereo not drawn)	-0.3	-1.6	-0.2	-1.3	-0.3	-7.0	-2.0	-10.7	2.6	-0.9	-1.5
COc1cccc(-c2cc3nc(NCCN4CCCC4)n(C)c(=O)c3s2)c1	-0.8	8.0	4.1	-0.7	2.6	-15.9	-2.1	-44.1	-2.9	2.8	.
O=C(NCCc1nc2ccccc2[nH]1)c1cc([N+](=O)[O-])cc([N+](=O)[O-])c1	-0.8	2.7	-2.8	-1.8	-0.3	-1.1	-2.4	-0.4	-3.1	-0.8	-0.4
C1=C(CCNc2nnnn2-c2ccccc2)CCCC1	0.9	-1.4	0.7	-0.9	-0.8	-2.1	-3.2	2.7	-3.6	-2.3	-1.1
COC(=O)C12C=C3CC(c4ccc(C)s4)=C3C(=O)N1Cc1[nH]c3ccccc3c1C2 (stereo not drawn)	.	3.4	.	0.5	-0.3	-8.5	-3.4	-27.1	2.3	-1.1	.
O=C(CCNc1ccc(Br)cc1)c1cccc([N+](=O)[O-])c1	-1.8	0.1	-0.2	-0.9	1.0	-3.2	-0.7	11.6	1.1	1.3	-0.5
Cn1c(=O)c2c(nc(-n3ccnc3)n2Cc2ccc([N+](=O)[O-])cc2)n(C)c1=O	0.7	-1.6	0.5	-0.7	-0.1	-0.5	0.6	8.0	4.8	1.6	-0.3
COC(=O)COc1ccc2c(-c3cccc([N+](=O)[O-])c3)cc(=O)oc2c1	-0.6	-1.0	1.7	-1.3	-0.4	-2.2	-1.9	-2.4	3.9	-1.8	-0.6
O=c1nc2ccccc2c2n1CC(CN1CCN(Cc3ccccc3)CC1)N2 (stereo not drawn)	0.1	-0.3	-1.1	-1.1	-0.6	-7.0	1.4	-5.5	1.6	-1.4	0.7
CCc1cccc(C)c1NC(=O)c1ccc2nc(N3CCOCC3)sc2c1	1.0	-0.7	0.3	-1.6	-0.5	-2.2	-2.1	-8.2	8.3	-3.0	0.2
CCOC(=O)C1CCCN(CCC(=O)Nc2ccc3c(c2)CCC3)C1 (stereo not drawn)	-1.4	3.5	-0.1	-1.4	0.4	-5.7	-1.7	-2.0	0.4	0.9	-1.0
O=C(N[C@H](Cc1ccccc1)C(=O)N1CCN(Cc2ccccn2)CC1)[C@H]1O[C@@H](n2ccc(=O)[nH]c2=O)[C@H](O)[C@@H]1O	-0.1	4.6	.	-0.8	1.1	0.5	3.2	-6.0	-2.7	-0.8	.
Cc1ccc2c(N)c(C)ccc2c1	-5.5	2.6	0.2	-1.3	-0.5	-91.9	0.9	-287.9	0.6	-0.1	1.9
COc1cccc(C(=O)NNC(=O)Cc2ccc(Cl)cc2)c1	-1.1	-0.8	-1.5	-1.7	-0.2	-4.1	1.4	-0.6	2.9	-0.2	1.3
Nc1nnc(/C=C/c2ccccc2Cl)s1	-1.8	11.9*	5.0	-0.6	0.8	-91.5	6.7	-258.4	27.9	3.3	1.1
COc1ccc(S(=O)(=O)N2CCCCC2)cc1NC(=O)Cc1ccc(Br)cc1	-1.4	0.1	2.9	-0.4	1.7	0.8	-3.2	-0.4	0.0	0.1	0.5
CCCc1nnc(NC(=O)COC(=O)c2cc(C)nc3ccccc23)s1	-0.5	4.0	-0.6	-1.7	-0.5	-4.0	-0.3	-5.2	-2.7	-0.2	-0.7
O=C(COC(=O)c1ccc(Br)o1)Nc1ncc(Cl)cc1Cl	-1.4	-1.3	1.9	-0.6	0.3	-3.5	-3.4	-3.2	-4.0	-1.4	0.7
CC(C)(CO)CN1CCC(n2nccc2NC(=O)C2CCOC2)CC1 (stereo not drawn)	-0.6	4.9	-2.5	-1.3	0.0	-2.7	1.3	-6.4	0.5	0.7	0.2

Source: PubChem
